Compound activity deposited in PubChem BioAssay by Sanford-Burnham Center for Chemical Genomics.
LYP inhibition = PTPN22 lymphoid phosphatase activity blockers – biochemical, fluorescence intensity, uHTS (AID 1779); recombinant LYP phosphatase, fluorescence intensity; higher % means a stronger effect; one-dose inhibition, % at 11.5 µM; IC50 in µM for titrated hits; actives 0.054% (n = 290,000); in the data active = inhibition above about 50%;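 also: plate controls were vehicle with enzyme for no effect and no enzyme for full effect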
Numbers without * were called inactive. Not all compounds are listed. The share of hits here may be higher or lower than overall.

SMILES | LYP inhibition
C=CCSc1nc2sc3c(c2c(=O)n1CC)CCC3 | -9%
Cc1ccc(C)c(C(C)NC(=O)C2CCCC2)c1 (configuration not stated) | -9%
CN(CC(=O)Nc1ccc(Cl)cc1)C(=O)CCc1ccccc1 | -4%
Nc1ccccc1C(O)(Cc1ccccc1)c1ccccc1 (configuration not stated) | -4%
COc1ccc(CNC(=O)C2(CC(=O)NC(C)(C)C)CCCC2)cc1 | -6%
O=c1c(-c2cccc(Cl)c2)c[nH]n1-c1ccccc1 | -6%
COc1ccc(N(CC(=O)N2CCOCC2)S(=O)(=O)c2ccccc2)cc1Cl | -8%
COCCNC(=S)N(CCc1c(C)[nH]c2ccc(Cl)cc12)Cc1cccnc1 | -6%
COc1cc(/C=C2/SC(=S)N(CC(=O)O)C2=O)ccc1OCC(=O)Nc1ccc(C)c(C)c1 | -1%
COc1ccc(C(=O)Nc2cc3c(cc2N2CCOCC2)n(C)c(=O)n3C)cc1OC | -10%
CC(C)(C)c1ccc(C(=O)N2CCN(Cc3ccccc3)CC2)cc1 | -2%
O=C(c1ccc2nc(Cc3cccc(Cl)c3)oc2c1)N1CCC(CO)CC1 | -11%
O=C(COC(=O)CN1C(=O)c2ccccc2C1=O)NC1CCCC1 | -11%
Cn1c(=O)n(C)c2cc(N3CCCCC3)c(NC(=O)c3ccccc3)cc21 | -6%
COc1ccc(NC(=O)CCn2c(=S)[nH]c3ccccc3c2=O)cc1OC | 3%
CCOC(=O)C1CCN(C(=O)CCc2ccc(S(=O)(=O)NC(C)C)cc2)CC1 | -5%
COc1ccc(CNC(=O)C2CCC(CNC(=O)[C@@H]3Cc4ccccc4CN3)CC2)cc1 (some centres not stated) | -3%
CN(Cc1ccccc1F)C(=O)COc1ccc(C(=O)c2ccccc2)cc1 | 1%
O=S(=O)(c1ccc(Cl)cc1)N1CCN(CCc2ccncc2)CC1 | -8%
Cc1ccc(NC(=O)C(=O)NCCCN2CC(C(=O)O)CC2=O)cc1 (configuration not stated) | -14%
CCc1ccc(-c2cc(C)no2)cc1S(=O)(=O)N1CCN(c2ccc(C(C)=O)cc2)CC1 | -1%
Cc1ccc(NCc2nc3ccccc3n2C)cc1C | -6%
C/C(=N\NC(N)=S)c1cc(-c2ccccc2)c(-c2ccccc2)s1 | -12%
CCN1/C(=C/c2ccc3ccccc3[n+]2CCCS(=O)(=O)[O-])C=Cc2cc(C)ccc21 | -5%
CN(CC1CCCN(CCc2ccc(Cl)cc2)C1)C(=O)C(=O)c1ccco1 (configuration not stated) | -9%
O=C(NCc1ccccc1Cl)C1CCCN1S(=O)(=O)c1ccccc1F (configuration not stated) | -8%
CN(C)C(=O)CN1C(=O)NC2(CCc3ccccc32)C1=O (configuration not stated) | -6%
CC(Sc1nnnn1-c1ccccc1)C(=O)Nc1ccc(N2CCN(C)CC2)cc1 (configuration not stated) | -12%
COc1ccc(N(C(=O)CNC(=O)c2ccco2)C(C(=O)NCC2CCCO2)c2ccccc2)cc1 (configuration not stated) | -12%
Oc1ccc(Br)cc1/C=N/n1c(-c2ccccc2)n[nH]c1=S | -5%
COc1ccc(CC(=O)NCC(=O)NC(Cc2ccccc2)C(=O)O)cc1 (configuration not stated) | -10%
O=C(CN1C(=O)COc2ccccc21)N1CCN(C2CCCCC2)CC1 | -8%
COc1ccccc1N1CCN(C2CCCN(C(=O)C3=NN(C)C(=O)CC3)C2)CC1 (configuration not stated) | -13%
O=C(Nc1nncs1)c1ccc(F)c(S(=O)(=O)N2CCCCC2)c1 | -7%
CC1CCCN(C(=O)CN2C(=O)C(C)Oc3ccccc32)C1 (configuration not stated) | -12%
Cc1c(C(=O)N2CCCC2)c(S(=O)(=O)Nc2ccccc2)c(C)n1C | -3%
COC(=O)C(Cc1ccccc1)NC(=O)CCNC(=O)c1ccc(Br)cc1 (configuration not stated) | 8%
CCc1cc(C(=O)c2ccc(Br)cc2)c(NC(=O)CN(CC)CC)s1 | -11%
CCN(CC(=O)Nc1c(F)cccc1F)C(=O)CSc1nnc(-c2ccco2)n1CC | -10%
Cc1cccc(NC(=O)C2CCN(S(=O)(=O)c3c(C)noc3C)CC2)c1 | -7%
O=C(c1ccco1)N1CCN(C(=S)Nc2ccccc2C(F)(F)F)CC1 | -5%
Cc1ccc(SCC(=O)Nc2ccccc2N2CCOCC2)cc1 | -4%
Cc1cc(C)nc(OC(C(=O)O)C(OCCC(C)C)(c2ccccc2)c2ccccc2)n1 (configuration not stated) | -7%
Cc1ccc(NC(=O)Cn2c(CCC(=O)O)ccc2-c2ccc(Cl)cc2)cc1 | -4%
Cc1ccc(Sc2ncccc2C(=O)N(C)Cc2cccs2)c(C)c1 | -5%
Cc1c(Cl)cccc1NC(=O)CCC(=O)c1cccs1 | -8%
COc1cccc(C(=O)NC2CC3CCCC(C2)N3Cc2ccc(C)cc2)c1 (configuration not stated) | -13%
COC(=O)c1ccc(COc2ncnc3ccccc23)o1 | -7%
NC(Cc1ccccc1)C(=O)N1CCCCC1 (configuration not stated) | -8%
Cc1[nH]c(C)c(S(=O)(=O)N2CCCCC2)c1C(=O)N1CCCCC1 | -7%
O=C(c1ccc(S(=O)(=O)N2CCCC2)cc1)N1CCN(S(=O)(=O)c2cccc(F)c2)CC1 | 0%
CCCn1c(C)nc2cc(Cl)c(N3CCN(c4nc(-c5ccc(C)cc5)cs4)CC3)cc21 | -10%
COc1cc(OC)cc(C(=O)NCC(=O)NC(C)CCc2ccccc2)c1 (configuration not stated) | -9%
COc1ccc(NC(=O)c2ccco2)cc1NC(=O)c1ccccc1[N+](=O)[O-] | -2%
CC(=O)Nc1ccc(S(=O)(=O)NCC2CCC(C(=O)NCCc3ccccc3)CC2)cc1 (configuration not stated) | -3%
Cc1ccnc(NC(=O)C2CC(=O)N(c3ccc4c(c3)OCCO4)C2)c1 (configuration not stated) | 3%
COc1ccc([N+](=O)[O-])cc1N(CC(=O)Nc1ccccc1C(=O)N1CCOCC1)S(C)(=O)=O | -6%
O=C(COc1ccc2cc(Br)ccc2c1Br)N1CCOCC1 | 2%
Cc1ccc(-n2nc3c(=O)n(CCCC(=O)NCc4ccccc4F)nc(C)c3c2C)cc1 | -9%
Cc1cccn2c(=O)c3cc(C(=O)N4CCCC(C)C4)sc3nc12 (configuration not stated) | -6%

Gathered by group: the entries above with bromine.
SMILES | LYP inhibition
Oc1ccc(Br)cc1/C=N/n1c(-c2ccccc2)n[nH]c1=S | -5%
COC(=O)C(Cc1ccccc1)NC(=O)CCNC(=O)c1ccc(Br)cc1 (configuration not stated) | 8%
CCc1cc(C(=O)c2ccc(Br)cc2)c(NC(=O)CN(CC)CC)s1 | -11%
O=C(COc1ccc2cc(Br)ccc2c1Br)N1CCOCC1 | 2%

The list continues.
SMILES | LYP inhibition
NC(=O)NCC(c1ccccc1)C1CCCCC1 (configuration not stated) | -5%
CN(Cc1ccccc1)C(=O)C1CCN(S(=O)(=O)c2cccc3nsnc23)CC1 | -13%
CCN(C(=O)c1ccc(N2CC3CC(C2)c2cccc(=O)n2C3)c(NC(=O)c2ccncc2)c1)c1cccc(C)c1 (configuration not stated) | -11%
O=C(NCCCN1CCOCC1)c1ccc2c(=O)n(Cc3cccc(Br)c3)c(=S)[nH]c2c1 | -11%
CCOc1ccc(-c2c(C(=O)N/N=C(\C)c3ccco3)nnn2-c2nonc2N)cc1 | -10%
COc1ccccc1C(=O)N/C(=C/c1ccco1)C(=O)Nc1cccc(C(=O)O)c1 | 1%
Nc1nonc1-n1nnc(C(=O)N/N=C/c2cccc(Cl)c2Cl)c1CN1CCCC1 | -16%
O=C(COc1ccc(Cl)cc1)NN=C1CCCCCCC1 | -5%
COc1ccccc1NC(=O)c1c(C)nn(-c2ccccc2)c1Cl | -6%
CCN(c1cccc(C)c1)S(=O)(=O)c1ccc2c(c1)NC(=O)CS2 | -5%
CSc1ncccc1C(=O)NC1CCCc2c1cnn2-c1ccc(C)c(C)c1 (configuration not stated) | -8%
C=CCn1c(O)c(N=Nc2ccccc2)c2ccccc21 | -9%
O=S(=O)(c1cccc(S(=O)(=O)N2CCOCC2)c1)N1CCCCCC1 | -6%
Cc1ccc(CNC(=O)Nc2ccc(F)cc2F)n1C | -8%
O=C(CCCCCBr)N1CCC(CC2CC(c3ccc(Cl)cc3)=NO2)(C(=O)NCC2CCCCC2)CC1 (configuration not stated) | -14%
Cc1cc(=O)oc2c(C)c(OCC(=O)N3CCN(c4ccc(F)cc4)CC3)ccc12 | -7%
Cc1ccc(-c2nc(CS(=O)CC(=O)NCCCN3CCN(Cc4ccccc4)CC3)c(C)o2)cc1 (configuration not stated) | -6%
Cc1cccc(CN2CCC(n3nccc3NC(=O)c3ccccc3C)CC2)n1 | -13%
CCn1nc(NS(=O)(=O)c2ccc(NC(C)=O)cc2)c2cc3cc(C)ccc3nc21 | -5%
Cc1ccc2c(c1)N(C(=O)CCC(=O)NCCCN1CCOCC1)CCO2 | -10%
Cc1cccc(OCC(=O)NCCNC(=O)c2cccnc2)c1 | -9%
c1ccc2c(c1)OCC(CNCC1COc3ccccc3O1)O2 (configuration not stated) | -8%
O=C(N/C(=C/c1ccccc1)C(=O)N1CCCCC1)c1ccccc1 | -5%
C=CCn1c(=O)c2ccccc2n2c(SCC(=O)NC)nnc12 | -5%
COC(=O)C1=CN(Cc2ccccc2)C=C(C(=O)OC)C1c1ccc(O)c(OC)c1 | -1%
Cc1ccc([N+](=O)[O-])cc1NC(=O)c1cccnc1 | -5%
Cc1ccc2nc(NC(=O)c3ccccc3F)sc2c1 | -4%
Cc1ccc(C(=O)NNC(=O)CSc2nnc(C3CC3)n2C)cc1 | -12%
CCSc1nsc(NC(=O)Nc2ccccc2F)n1 | -8%
CC1CCN(S(=O)(=O)c2ccc(NC(=O)c3ccco3)cc2)CC1 | -6%
O=C(COc1ccccc1)Nc1c2c(nn1-c1ccccc1)CS(=O)C2 (configuration not stated) | -4%
O=C(O)COc1ccccc1/C=N/NC(=O)c1ccc2c(c1)OCCO2 | -4%
O=C(CNCC(=O)Nc1ccc(F)c(F)c1F)Nc1ccc(F)c(F)c1F | -3%
COc1ccccc1-c1nnc(NC(=O)Cc2ccccc2)o1 | -8%
Clc1ccc(N2CCN(Cc3ccco3)CC2)cc1 | -14%
Cc1nnc(SCC2=C(C(=O)O)N3C(=O)C(NC(=O)Cn4cnnn4)C3SC2)s1 (configuration not stated) | -15%
COc1ccc(OC)c(CCNC(=O)CCCC(=O)n2ncc3cc(C)ccc32)c1 | -11%
Cc1cccc(NC(=O)CN2CCCCCC2)c1 | -8%
CCn1c(SCC(=O)NC2CCCC2)nnc1C(C)NC(=O)c1ccccc1F (configuration not stated) | -6%
CN1C(C(=O)NCc2cccs2)=CC(c2ccc(F)cc2)=NS1(=O)=O | -13%

Part of the list above, reformatted.
COC(=O)C1=CN(Cc2ccccc2)C=C(C(=O)OC)C1c1ccc(O)c(OC)c1
  LYP inhibition: -1%

Cc1ccc([N+](=O)[O-])cc1NC(=O)c1cccnc1
  LYP inhibition: -5%

Grouped by structure: those above with a thiophene ring, fused or not.
SMILES | LYP inhibition
C=CCSc1nc2sc3c(c2c(=O)n1CC)CCC3 | -9%
C/C(=N\NC(N)=S)c1cc(-c2ccccc2)c(-c2ccccc2)s1 | -12%
CCc1cc(C(=O)c2ccc(Br)cc2)c(NC(=O)CN(CC)CC)s1 | -11%
Cc1ccc(Sc2ncccc2C(=O)N(C)Cc2cccs2)c(C)c1 | -5%
Cc1c(Cl)cccc1NC(=O)CCC(=O)c1cccs1 | -8%
Cc1cccn2c(=O)c3cc(C(=O)N4CCCC(C)C4)sc3nc12 (configuration not stated) | -6%
CN1C(C(=O)NCc2cccs2)=CC(c2ccc(F)cc2)=NS1(=O)=O | -13%

(further entries)
SMILES | LYP inhibition
CC(=O)c1c(C)[nH]c(C(=O)Nc2ccccn2)c1C | -6%
COc1ccccc1-c1nc(C(=O)NCC2CCCO2)cc2c1[nH]c1ccccc12 (configuration not stated) | -2%
COc1ccc(S(=O)(=O)N(CC(=O)N2CCN(C)CC2)c2ccc(C)cc2)cc1Br | -13%
CC(C)C[C@H](NC(=O)C1(c2ccccc2)CCN(C(=O)OC(C)(C)C)CC1)C(=O)N1CCC[C@H]1C(=O)O | -10%
Cc1cccc(NC(=O)CCCNC(=O)c2ccc(Cl)cc2)n1 | -9%
CCOc1ccc(NC(=O)C2CCCN(c3nn4c(=O)cc(C)nc4s3)C2)cc1 (configuration not stated) | -2%
COc1ccc(/C=C/c2ccc3cccc(O)c3n2)c(OC)c1OC | 4%
CCC(Oc1ccccc1OC)C(=O)Nc1ccc2c(c1)n(C)c(=O)n2C (configuration not stated) | -10%
O=c1[nH]c2ccc(S(=O)(=O)Nc3ccc(Cl)cc3)cc2[nH]1 | -5%
C=CCN1C(=O)C(CC(=O)NCC)SC1=Nc1ccccc1CC (configuration not stated) | -6%
COc1ccccc1CNC(=O)CN1C(=O)c2cccc(N)c2C1=O | -9%
CC(C)n1nc(C(=O)NCCCN2CCCC2=O)c2ccccc2c1=O | -6%
Cc1ccc(-n2nc3c(=O)n(CCCC(=O)NCCc4ccccc4)nc(C)c3c2C)cc1 | -11%
CC(=O)Nc1ccc(S(=O)(=O)NCCC(=O)OCC(=O)N2CCN(C(=O)c3ccco3)CC2)cc1 | -8%
CCc1nnc2n1N=C(c1ccc(Cl)cc1)CS2 | -2%
Cc1ccccc1C(=O)NNC(=O)C1CCN(c2ncccn2)CC1 | -9%
Cc1ccc(-n2c(CCc3ccccc3)n[nH]c2=S)cc1C | -10%
O=C(CN1C(=O)COc2ccc(S(=O)(=O)N3CCCCC3)cc21)NCc1ccc(Cl)cc1 | 1%
C[N+]1(C)CC[C@H](OC(=O)[C@@](O)(c2ccccc2)C2CCCC2)C1 | -8%
COc1ccc(N2CCOCC2)c(NC(=O)c2ccc3c(c2)OCO3)c1 | -4%
Cc1ccc(N2CC(C(=O)N3CCC(C(=O)NCCCOC(C)C)CC3)CC2=O)cc1 (configuration not stated) | -12%
COC(=O)c1cc(CSc2nc3ccccc3c(=O)n2C)oc1C | -2%
